# MITF inh: blocks human microphthalmia-associated transcription factor; O75030; AlphaScreen MITF homodimerization, bead proximity signal; inhibition, % at 2.6 µM; 0.91% of 650,000 active; AID 1259374; in the data active = inhibition above about 50%;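 note: 0% = vehicle wells with protein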
# Target sequence (O75030 whole entry, looked up): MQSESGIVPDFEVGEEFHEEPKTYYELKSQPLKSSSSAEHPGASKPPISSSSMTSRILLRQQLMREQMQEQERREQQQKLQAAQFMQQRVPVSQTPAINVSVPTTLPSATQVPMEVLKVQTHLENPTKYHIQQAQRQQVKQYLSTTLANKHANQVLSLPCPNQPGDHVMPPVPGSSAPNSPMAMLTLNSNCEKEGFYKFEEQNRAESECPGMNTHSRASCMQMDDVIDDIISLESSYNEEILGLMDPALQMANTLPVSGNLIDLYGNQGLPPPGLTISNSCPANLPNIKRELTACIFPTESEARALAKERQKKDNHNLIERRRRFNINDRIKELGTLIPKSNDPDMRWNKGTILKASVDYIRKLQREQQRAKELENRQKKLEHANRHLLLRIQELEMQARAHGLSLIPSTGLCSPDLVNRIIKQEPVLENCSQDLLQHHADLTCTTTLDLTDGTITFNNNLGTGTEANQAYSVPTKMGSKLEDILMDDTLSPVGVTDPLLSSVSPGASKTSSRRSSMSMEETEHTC
# FBW7 act: activators of human E3 ligase FBW7; Q969H0; AlphaScreen FBW7–phospho-cyclin E peptide binding, activator screen; normalized activity (activation), % at 26.1 µM; 0.13% of 650,000 active; AID 1259310; in the data active = normalized activity above about 1.9%;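 note: purified mutant Fbw7 with reduced substrate affinity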
# GPR151 activ: human GPR151 activation | PathHunter beta-arrestin GPR151 cells, luminescence | activation, % at 11.2 µM | 1% of 650,000 active | AID 1508602; in the data active = activation above about 4.9%;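 note: 0% = median of compound wells and 100% = cells with positive control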
# Target sequence (Q8TDV0 whole entry, looked up): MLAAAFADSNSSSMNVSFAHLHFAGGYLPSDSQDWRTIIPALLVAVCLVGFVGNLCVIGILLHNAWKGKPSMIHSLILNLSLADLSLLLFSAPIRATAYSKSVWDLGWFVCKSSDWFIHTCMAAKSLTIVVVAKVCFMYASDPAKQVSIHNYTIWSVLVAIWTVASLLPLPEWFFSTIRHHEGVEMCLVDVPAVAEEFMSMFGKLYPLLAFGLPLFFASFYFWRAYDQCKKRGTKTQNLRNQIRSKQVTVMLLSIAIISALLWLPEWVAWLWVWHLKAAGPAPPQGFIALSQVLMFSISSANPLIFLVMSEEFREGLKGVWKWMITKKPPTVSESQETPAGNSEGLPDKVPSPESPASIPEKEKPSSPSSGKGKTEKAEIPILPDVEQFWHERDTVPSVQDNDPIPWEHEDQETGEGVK
# TEAD-YAP inh: TEAD-YAP interaction inhibition; HEK-TIYL cells, TEAD-Gal4/YAP UAS-luciferase luminescence; inhibition, % at 9.12 µM; 1.4% of 640,000 active; AID 1259422; in the data active = inhibition above about 32%;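 note: 0% = median of test compound wells and 100% = reference inhibitor wells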
# Starred values were filed as active, the others as inactive.
# Preview (2 entries):
compound	MITF inh	FBW7 act	GPR151 activ	TEAD-YAP inh
C/C(=N\Nc1ccccc1[N+](=O)[O-])c1ccc2c(c1)OCO2	15.7	0.7	-0.6	-6.9
Cc1c(Br)c(C(F)(F)F)nn1CC(=O)Nc1sc2c(c1C#N)CCC(C(C)(C)C)C2 (stereo not drawn)	4.9	-0.3	2.4	15.7

# Main list (from the top)
compound	MITF inh	FBW7 act	GPR151 activ	TEAD-YAP inh
C/C(=N\Nc1ccccc1[N+](=O)[O-])c1ccc2c(c1)OCO2	15.7	0.7	-0.6	-6.9
Cc1c(Br)c(C(F)(F)F)nn1CC(=O)Nc1sc2c(c1C#N)CCC(C(C)(C)C)C2 (stereo not drawn)	4.9	-0.3	2.4	15.7
CCCCNCCCOc1cc(C)ccc1C	2.1	0.1	5.0*	4.1
Cc1ccc(NC(=O)/C(=C\c2ccc([N+](=O)[O-])o2)NC(=O)c2ccc(Cl)cc2)cc1	14.8	-0.4	0.3	0.4
CCOC(=O)c1cc(-c2ccccc2)sc1NC(=O)c1ccc(OC)c(OC)c1	11.2	0.0	4.7	-5.5
O=C(Nc1cc2c3c(c1)CCC(=O)N3CCC2)c1c(F)cccc1Cl	-3.0	0.0	-0.4	13.5
O=S1(=O)N=C(Cc2ccc(Cl)c(Cl)c2)Nc2ccccc21	-1.3	0.0	-0.5	1.2
Cc1nc(-c2cccc(C(F)(F)F)c2)cc(N2CCOCC2)n1	12.6	0.5	2.1	-63.7
CC1SC(=Nc2ccc(Cl)cc2)NC1=O (stereo not drawn)	-18.4	-0.3	0.0	-4.8
O=C(NCC(c1cccs1)N1CCOCC1)c1cccc([N+](=O)[O-])c1 (stereo not drawn)	-1.9	0.0	1.4	6.9
CCOC(=O)c1c(NC(=O)c2ccc(N3CCOCC3)c([N+](=O)[O-])c2)sc(C)c1C	-21.4	0.1	0.0	11.8
COc1cc(OC)cc(C(=O)Nc2sc(C)c(C)c2C(N)=O)c1	16.9	0.2	1.2	-2.7
CCCCN(CCCC)C(=C(Cl)Cl)C(=C1NCCN1)[N+](=O)[O-]	27.0	-0.1	-1.5	3.4
Cc1cc(C)n2nc(C(=O)O)nc2n1	6.2	0.3	1.5	4.7
CCOc1ccc(S(=O)(=O)NCC2CCCO2)c2cccnc12 (stereo not drawn)	-2.6	-0.1	1.4	-3.4
Cc1c(NC(=O)CC(C)C)cccc1-c1nc2ccccc2o1	17.1	0.1	-0.1	-5.9
CC(C)=NNC(=O)C(C)Oc1ccccc1 (stereo not drawn)	19.6	0.0	0.2	-5.6
COc1ccc(CCN2CCc3nc4nc(C)ccc4cc3C2)cc1	-11.4	-0.3	-0.8	12.3
Cc1ccc(Cl)cc1NC(=O)CSc1nnc(-c2ccccc2N)n1C	-4.9	-0.1	-0.3	-7.4
C=C(C)CN=c1scc(-c2ccco2)n1/N=C/c1cc2c(cc1[N+](=O)[O-])OCO2	13.0	-0.3	1.8	5.4

# (continued)
compound	MITF inh	FBW7 act	GPR151 activ	TEAD-YAP inh
C=CCN(c1ccc(C(=O)Nc2ccc(Cl)c(Cl)c2)cc1)S(C)(=O)=O	-4.3	-0.1	-0.5	5.4
CC(=O)N(NC(=O)c1ccc([N+](=O)[O-])cc1)c1ccccc1	-1.6	0.0	-0.9	4.4
COc1ccc(Cl)cc1NC(=O)Cn1cnc2scc(-c3ccccc3)c2c1=O	-2.7	-0.1	0.4	-7.9
CC(C)(C)c1csc(NS(=O)(=O)c2cccc(Cl)c2)n1	-1.7	0.0	2.9	6.7
O=C1N[C@H](Cc2ccc(O)cc2)C(=O)N2CCN(Cc3ccc(Cl)cc3)C[C@H]12	11.9	-0.1	0.0	1.1
CC(NCCN(C)C)C(=O)N1CCc2ccccc21 (stereo not drawn)	15.2	0.8	2.6	3.2
O=C(NCc1ccc2c(c1)OCO2)c1c(O)c2c([nH]c1=O)CCCC2	-2.2	-0.1	-1.8	-13.0
COc1ccc(Nc2cc(N3CCCCC3C)c3noc4c3c2C(=O)c2ccccc2-4)cc1 (stereo not drawn)	50.7*	-0.7	-1.9	25.4
O=C(Nc1ccccc1C(=O)NCc1ccccc1)c1ccccc1F	0.0	-0.1	0.9	11.3
CN1CCN(C(CNS(=O)(=O)c2ccccc2)c2ccc(F)cc2)CC1 (stereo not drawn)	6.6	0.0	2.2	0.9
Cc1cc(-c2ccccc2)nc2cc(C(=O)N3CCCCCC3)nn12	-10.9	0.1	-1.1	-11.5
COC(=O)c1cc(C(=O)NCc2ccccc2)c(=O)[nH]c1C	5.3	0.1	1.0	-2.0
Cc1ccccc1NC(=O)COc1ccccc1CNC(C)(C)CO	17.0	0.0	-1.1	-9.1
CS(=O)(=O)N(CC(=O)Nc1cccc([N+](=O)[O-])c1)c1cccc(F)c1	2.8	-0.1	2.6	-2.4
CC(NC(=O)c1ccc2c(c1)OCCO2)C(=O)O (stereo not drawn)	13.0	0.4	-0.1	-11.3
COCCn1c(=S)[nH]c2cc(OC)c(OC)cc2c1=O	-1.9	-0.1	0.2	12.8
CCOC(=O)c1ccc2nc(C)cc(Nc3cccc(Cl)c3C)c2c1	-6.4	-0.1	0.3	-25.0
Cc1cccc(NC(=O)COC(=O)CCc2ccccc2)c1C	7.3	0.2	0.7	14.8
CCCc1cc(C(=O)N2CCOc3ccc(CN4CCN(C(C)=O)CC4)cc3C2)no1	13.2	0.3	-0.8	-0.3
Cn1c(CC(=O)NNC(=O)CSc2nc3ccccc3s2)nc2ccccc21	12.2	-0.1	0.1	-4.8

# Exported with two lines to a compound: part of the list above.
# The line under a structure holds: MITF inh, FBW7 act, GPR151 activ, TEAD-YAP inh
COc1ccc(Cl)cc1NC(=O)Cn1cnc2scc(-c3ccccc3)c2c1=O
→ -2.7, -0.1, 0.4, -7.9
CC(C)(C)c1csc(NS(=O)(=O)c2cccc(Cl)c2)n1
→ -1.7, 0.0, 2.9, 6.7
O=C1N[C@H](Cc2ccc(O)cc2)C(=O)N2CCN(Cc3ccc(Cl)cc3)C[C@H]12
→ 11.9, -0.1, 0.0, 1.1
CC(NCCN(C)C)C(=O)N1CCc2ccccc21 (stereo not drawn)
→ 15.2, 0.8, 2.6, 3.2
O=C(NCc1ccc2c(c1)OCO2)c1c(O)c2c([nH]c1=O)CCCC2
→ -2.2, -0.1, -1.8, -13.0
COc1ccc(Nc2cc(N3CCCCC3C)c3noc4c3c2C(=O)c2ccccc2-4)cc1 (stereo not drawn)
→ 50.7*, -0.7, -1.9, 25.4
O=C(Nc1ccccc1C(=O)NCc1ccccc1)c1ccccc1F
→ 0.0, -0.1, 0.9, 11.3
CN1CCN(C(CNS(=O)(=O)c2ccccc2)c2ccc(F)cc2)CC1 (stereo not drawn)
→ 6.6, 0.0, 2.2, 0.9
Cc1cc(-c2ccccc2)nc2cc(C(=O)N3CCCCCC3)nn12
→ -10.9, 0.1, -1.1, -11.5
COC(=O)c1cc(C(=O)NCc2ccccc2)c(=O)[nH]c1C
→ 5.3, 0.1, 1.0, -2.0
Cc1ccccc1NC(=O)COc1ccccc1CNC(C)(C)CO
→ 17.0, 0.0, -1.1, -9.1
CS(=O)(=O)N(CC(=O)Nc1cccc([N+](=O)[O-])c1)c1cccc(F)c1
→ 2.8, -0.1, 2.6, -2.4
CC(NC(=O)c1ccc2c(c1)OCCO2)C(=O)O (stereo not drawn)
→ 13.0, 0.4, -0.1, -11.3
COCCn1c(=S)[nH]c2cc(OC)c(OC)cc2c1=O
→ -1.9, -0.1, 0.2, 12.8
CCOC(=O)c1ccc2nc(C)cc(Nc3cccc(Cl)c3C)c2c1
→ -6.4, -0.1, 0.3, -25.0
Cc1cccc(NC(=O)COC(=O)CCc2ccccc2)c1C
→ 7.3, 0.2, 0.7, 14.8
CCCc1cc(C(=O)N2CCOc3ccc(CN4CCN(C(C)=O)CC4)cc3C2)no1
→ 13.2, 0.3, -0.8, -0.3
Cn1c(CC(=O)NNC(=O)CSc2nc3ccccc3s2)nc2ccccc21
→ 12.2, -0.1, 0.1, -4.8

# New compounds follow.
compound	MITF inh	FBW7 act	GPR151 activ	TEAD-YAP inh
NS(=O)(=O)c1ccc(CCNC2=CC(=O)OC23CCCCC3)cc1	-8.1	0.0	0.0	14.6
Cc1ccc(N(CC(=O)NC2CCCCC2)S(=O)(=O)c2c(C)noc2C)cc1	4.1	0.3	-0.3	3.1
COc1ccc(NC(=O)c2c(C)[nH]c(C(C)=O)c2C)cc1	16.6	0.2	0.1	-7.7
O=C(Nc1ccc(F)c([N+](=O)[O-])c1)C1CCCO1 (stereo not drawn)	9.6	0.5	-1.6	8.9
CCOC(=O)N1CCN(S(=O)(=O)c2ccc(C(=O)Nc3ccc(-c4nc5ccccc5o4)cc3)cc2)CC1	2.8	0.0	1.5	6.1
COc1ccc(CCC(=O)NC2CCCCCC2)cc1	11.5	0.2	-0.3	-2.2
CCOc1cc(/C=C2/SC(=Nc3ccccc3)NC2=O)ccc1OCC(=O)O	6.9	0.2	1.8	2.9
Cc1cccc(Cl)c1OCCOCCNC(C)C	11.4	1.2	-0.4	0.6
COc1ccccc1C(=O)NCc1nnc(SCC(=O)N2N=C(c3cccs3)CC2c2ccc(F)cc2)n1-c1cccc(C)c1 (stereo not drawn)	-0.1	0.0	0.6	-13.1
C[C@H](NC(N)=O)C(=O)NC1CCCc2ccccc21 (stereo partly drawn)	-0.3	0.2	0.7	-4.7
CCc1nc(N)c2nnn(Cc3ccccc3)c2n1	9.4	0.1	-0.6	-33.2
CCOC(CCn1c(SCc2ccc([N+](=O)[O-])cc2)nc2ccccc2c1=O)OCC	12.8	0.3	-1.3	20.7
COc1ccccc1C(=O)NC(C)c1ccccc1 (stereo not drawn)	13.1	0.0	-0.4	-4.8
CN1CCN(C(=O)c2ccc(-c3nccc(NCc4cccc(C(F)(F)F)c4)n3)cc2)CC1	-1.0	0.0	-0.3	7.6
CCOc1cc(/C=C2/C(=N)N3N=C(C(C)C)SC3=NC2=O)ccc1OCCOc1ccccc1OC	1.1	0.4	-0.2	18.7
CC(=O)c1cc(Cl)ccc1OC(=O)c1ccc(C)cc1	-1.3	-0.1	0.5	-5.2
O=C1N(C2Cc3ccccc3C2)C[C@@H]2C[C@@H](c3cccc(OCCO)c3)N3CCC[C@@]123	3.8	-0.1	-0.9	6.5
Cc1ccc(C(=O)CC2(O)C(=O)N(Cc3ccc(Cl)cc3)c3ccccc32)cc1 (stereo not drawn)	-10.6	0.3	1.3	-1.2
CCOC(=O)c1c(C)[nH]c(C)c1C(=O)CC#N	-16.7	-0.1	0.6	1.4
CCN(CC)c1ccc(/C=C2\N=C(c3ccccc3)NC2=O)cc1	-4.0	0.1	1.1	-16.3

# (cont.)
compound	MITF inh	FBW7 act	GPR151 activ	TEAD-YAP inh
CCOc1ccc(-c2cc(=O)n(Cc3ccccc3Cl)cn2)cc1	-11.3	-0.1	-0.8	-18.8
CCCN1CCC(N2C[C@H](NCc3ccccc3Cl)C[C@H]2C(=O)NCCOC)CC1	-13.5	-0.1	-0.1	-0.2
COc1cc(C)nc(Oc2ccc(OCC(N)=O)nn2)n1	12.5	0.0	-0.2	10.9
CC(C)c1ccc(OC(=O)CN2C(=O)c3ccccc3C2=O)cc1	-8.6	-0.1	1.1	8.0
CN1CCN(C(=O)c2c(NC(=O)c3ccccc3Cl)sc3c2CCC(C(C)(C)C)C3)CC1 (stereo not drawn)	8.7	0.5	0.8	-8.9
CCOC(=O)N1CCN(CC(O)COCC2COc3ccccc3O2)CC1 (stereo not drawn)	-5.7	-0.1	0.7	-8.4
CC(C)C(c1nnnn1CCc1ccccc1)N1CCN(Cc2cccnc2)CC1 (stereo not drawn)	-4.6	-0.2	1.8	-4.1
CCOC(=O)N1CCc2c(sc(NCc3sccc3C)c2C(=O)Nc2ccccc2OCC)C1	5.7	-0.1	2.5	16.1
CCN1CCN(C(=O)CN2C(=O)c3ccccc3C2=O)CC1	9.7	-0.1	0.8	9.5
CC1(C)NC(=O)N(CC(=O)Nc2ccc(S(=O)(=O)N3CCCCCC3)cc2)C1=O	-0.5	0.1	-0.9	-0.7
COc1ccc(C(=O)N/N=C(/Cc2ccccc2[N+](=O)[O-])C(=O)O)cc1	-3.0	0.0	-0.4	-42.8
Cc1ccc2nc(NC(=O)CCN3C(=O)C4C5C=CC(C5)C4C3=O)sc2c1 (stereo not drawn)	-1.3	0.1	0.6	-58.2
c1ccc(Oc2ccc(-c3cnc(NCc4cccnc4)c4nccn34)cc2)cc1	6.8	-0.5	0.9	-2.8
N#Cc1c(NC(=O)CCCN2C(=O)c3ccccc3C2=O)sc2c1CCCCC2	8.4	0.0	-0.2	9.8
CS(=O)(=O)c1ccc(F)c(N2C(=O)CCC2=O)c1	5.3	0.0	-1.4	0.3
COCCCNC(=O)CNC(=S)N(Cc1cc(OC)c(OC)c(OC)c1)C1CCCC1	15.8	0.5	-0.3	-1.0
O=C(Nc1ccccc1)c1ccc([N+](=O)[O-])o1	-0.3	-0.1	0.1	-7.7
O=C(NCCNC(=O)c1cccc(Cl)c1)c1ccc(NC(=O)C2CC2)cc1	22.1	0.5	-2.0	0.1
CC1CN(C(=O)c2ccccc2C(F)(F)F)CC(C)O1 (stereo not drawn)	-9.3	0.4	8.0*	2.7
CCn1cc(C(=O)NCCN2CCOCC2)c2c3ccccc3n(C)c2c1=O	0.9	0.1	0.2	-11.3
CCc1ccc(N2C(=O)N(c3ccccc3)C3CS(=O)(=O)CC32)cc1 (stereo not drawn)	7.8	0.2	0.2	2.1
COc1ccc(N2CCN(C(CNC(=O)OCc3ccccc3)c3cccnc3)CC2)cc1 (stereo not drawn)	-1.0	0.1	0.6	4.7

# Bioassay records from PubChem.
